RECQ1 helicase – blocks DNA unwinding by human RECQ1. P46063. Potency, µM (top dose mostly 57.3 µM), for the others: at the top dose activity, negative = inhibition, usual class: inhibitors. 240,000 compounds, 0.54% hits. RECQ1 DNA unwinding, red fluorescence kinetic read;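 note: plate controls were vehicle for no effect and no enzyme for full effect; nearly all actives have a fitted effect of over 30% in size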
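50 nM RECQ1T1 preincubated 15 min with compound in Tris pH 8.0 buffer with MgCl2, DTT, Tween-20 and 2.5 ug/ml poly(dI-dC); started with 200 nM TAMRA/BHQ-2 forked duplex and 2 mM ATP. Unwinding read as fluorescence (525/598 nm), two reads 2 h apart.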
GAA spleen mod – lysosomal alpha-glucosidase (human) modulation. human spleen homogenate, 4-MU-alpha-glucoside fluorescence. P10253. AID 2112. 240,000 compounds, 0.006% hits. Potency, µM (highest dose often 79.9 µM), without a hit: top-dose activity change, negative = inhibition, most hits filed as inhibitors;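 note: 0% = enzyme with vehicle and -100% = no enzyme basal signal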
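Human spleen homogenate (1 ug) with 4-methylumbelliferyl-alpha-D-glucopyranoside (1 mM final) in 50 mM citrate/phosphate pH 5.0, 0.01% Tween-20; 40 min at 37 C. Stopped at pH 10; 4-MU fluorescence Ex 365/Em 440 nm; AC50 by Hill fit.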
GAA inh – blocks human lysosomal alpha-glucosidase | P10253 | purified human GAA, 4-MU-alpha-glucoside fluorescence | Potency, µM (titrated, usually from 76.9 µM), for the others: top-dose activity change, negative = inhibition, actives largely listed as inhibitors | 200,000 compounds, 0.005% hits;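 note: plate controls were uninhibited enzyme wells for no effect and no-enzyme background for full effect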
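Endpoint fluorogenic read: 20 min room-temperature reaction of 4 nM human alpha-glucosidase with 400 uM 4-methylumbelliferyl-alpha-D-pyranoside, pH 5.0, quenched with 1M NaOH/1M glycine pH 10. AC50 from Hill modeling.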
TRb-SRC2 inh – disrupts binding of human TR beta to SRC2; TRbeta-SRC2 peptide binding, fluorescence polarization; receptor liganded with 1 µM T3; Potency, µM (highest dose often 106 µM), for inactives: top-dose activity change, negative = inhibition, usual class: inhibitors; P10828; 280,000 compounds, 0.065% hits;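 note: plate controls were bound peptide for no effect and peptide without receptor for full effect; nearly all actives have a fitted effect of over 50% in size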
Target sequence (P10828 whole entry, looked up): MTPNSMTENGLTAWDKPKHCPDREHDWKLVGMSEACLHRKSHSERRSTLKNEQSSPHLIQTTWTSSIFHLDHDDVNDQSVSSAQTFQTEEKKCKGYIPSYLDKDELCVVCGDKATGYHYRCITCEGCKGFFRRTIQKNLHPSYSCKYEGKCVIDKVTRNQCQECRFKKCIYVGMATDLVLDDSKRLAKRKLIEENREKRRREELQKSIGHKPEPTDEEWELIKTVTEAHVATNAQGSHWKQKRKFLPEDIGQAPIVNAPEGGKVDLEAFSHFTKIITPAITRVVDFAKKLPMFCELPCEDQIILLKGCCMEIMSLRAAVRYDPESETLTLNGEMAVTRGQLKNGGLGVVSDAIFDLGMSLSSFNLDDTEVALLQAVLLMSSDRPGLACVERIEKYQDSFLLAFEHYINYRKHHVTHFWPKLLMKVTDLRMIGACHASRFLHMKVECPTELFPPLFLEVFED
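TRb LBD 0.6 uM + Texas Red SRC2 peptide 20 nM, 1 uM T3, Tris buffer w/ 5% DMSO; compound pinned, 5 h RT; FP read ex 555/em 632; normalized to unbound and bound controls.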
GAA glycogen mod – alters human alpha-glucosidase cleavage of glycogen. P10253. recombinant GAA, glycogen substrate, Amplex Red glucose oxidase fluorescence. Potency, µM (doses to about 76.4 µM), for the others: at the top dose activity change, negative = inhibition, actives largely listed as inhibitors. 300,000 compounds, 0.38% hits;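 note: 0% = full enzyme reaction and -100% = no-enzyme basal signal; the screen sought inhibitors and activators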
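qHTS, 1536-well; enzyme 4 nM final; cpd up to 77 uM; substrate bovine liver glycogen 30 ug; 50 mM citrate/phosphate pH 5.0, 0.01% Tween-20; 37 C, 40 min; Amplex Red detection 45 min RT; Hill fit → AC50.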
L3MBTL1 inh – inhibitors of human L3MBTL1; Q9Y468; AlphaScreen L3MBTL1–H3K9me1 peptide binding; Potency, µM (titrated, usually from 57.1 µM), without a hit: at the highest dose activity, negative = inhibition, most hits filed as inhibitors; 230,000 compounds, 0.66% hits; note: nearly all actives have a fitted effect of over 60% in size
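Displacement of a biotinylated histone H3(1-15) peptide monomethylated at Lys9 (75 nM) from L3MBTL1 (50 nM) was measured by AlphaScreen after a 30 min room-temperature compound incubation; cefsulodin titration served as intraplate control.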
RGS12 GoLoco inh – RGS12 GoLoco-Gai1 interaction inhibition. 230,000 compounds, 0.44% hits. P63096. AID 880. Gai1:RGS12 GoLoco peptide FP, rhodamine, 10 min. Potency, µM (doses to about 61.6 µM), without a hit: at the top dose activity, negative = inhibition, hits mostly inhibitors; active = well fitted inhibition curve with a large enough effect, not every such curve was filed as active; inactive = no such curve, though single readings can be large or run the other way; note: nearly all actives have a fitted effect of over 30% in size; many of its hits are not listed in these tables
Target sequence (P63096 whole entry, looked up): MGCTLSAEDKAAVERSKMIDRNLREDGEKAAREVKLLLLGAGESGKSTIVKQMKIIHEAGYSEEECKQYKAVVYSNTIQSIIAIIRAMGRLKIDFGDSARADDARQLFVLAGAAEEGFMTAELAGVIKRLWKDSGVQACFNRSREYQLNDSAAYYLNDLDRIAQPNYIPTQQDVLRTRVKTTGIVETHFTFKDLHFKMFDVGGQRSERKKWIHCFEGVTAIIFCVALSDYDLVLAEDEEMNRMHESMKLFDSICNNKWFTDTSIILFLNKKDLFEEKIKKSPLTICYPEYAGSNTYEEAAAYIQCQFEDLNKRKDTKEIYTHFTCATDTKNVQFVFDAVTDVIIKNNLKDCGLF
TexasRed fluor – Texas Red fluorescence interference in TRb-SRC2 counter-screen; TRb/SRC2 Texas Red total fluorescence interference; 280,000 compounds, 0.29% hits; Potency, µM (series often up to 106 µM), inactives show top-dose fluorescence change, negative = quenching; AID 1479; active = well fitted curve in either direction with a large enough effect; inconclusive = small, poorly fitted or top-dose-only effect
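Human TRb ligand-binding domain at 0.6 uM with 20 nM Texas Red SRC2 peptide in Tris buffer containing 1 uM T3 and 5% DMSO, incubated with compound 5 h at ambient temperature. Total fluorescence (555/632 nm) calculated as parallel + 2 × perpendicular.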
An asterisk follows results filed as active; & = joins results of further samples; [ ] = another dose, or the depositor's remark. Unless noted, calls come from the whole dose curve; as a rule, active = well fitted curve in the direction sought with a large enough effect; inconclusive = small, poorly fitted or top-dose-only effect, or another doubt; inactive = no such curve, though single readings can be large; an effect the other way counts as inactive or inconclusive. Unless noted, % is set by controls: 0 for no effect and ±100 for the full control effect; potency is the fitted concentration of half-maximal effect.

How did O=C(Nc1ccccc1)c1ccccc1OCc1cccc([N+](=O)[O-])c1 do in these assays?
RECQ1 helicase: 1%; GAA spleen mod: -12%; GAA inh: 3%; TRb-SRC2 inh: -2%; GAA glycogen mod: -4%; L3MBTL1 inh: -2%; RGS12 GoLoco inh: 1%; TexasRed fluor: -1%

What do the screens show for `O=C(O)CCC(=O)N1CCN(c2nc3ccccc3s2)CC1`?
RECQ1 helicase: -4%; GAA spleen mod: 2%; GAA inh: 0%; TRb-SRC2 inh: -9%; GAA glycogen mod: 5%; RGS12 GoLoco inh: 6%; TexasRed fluor: -2%

How did COC(=O)CCCC1=CC2=C(c3ccccc3)C(=O)C(C)(OC(=O)C3CCCC3)C(=O)C2=CN1Cc1ccc2c(c1)OCO2 (stereo unspecified) do in these assays?
RECQ1 helicase: inactive[11.5 µM]; GAA spleen mod: -14%[17.4 µM]; TRb-SRC2 inh: 6%[11.2 µM]; GAA glycogen mod: 4%; RGS12 GoLoco inh: 6%[14.2 µM]; TexasRed fluor: 0%[11.2 µM]

How did CCOC(=O)c1c(-c2ccccc2)csc1NC(=O)CCN1C(=O)c2ccccc2C1=O do in these assays?
RECQ1 helicase: -5%; GAA spleen mod: 1%; GAA inh: 2%; TRb-SRC2 inh: 16%; GAA glycogen mod: 5%; L3MBTL1 inh: 4%; RGS12 GoLoco inh: 13%; TexasRed fluor: 0%

Results for COc1cc(/C=C/C(=O)N2CCOCC2)ccc1OCc1ccccc1 ?
RECQ1 helicase: -28%; GAA spleen mod: 1%; GAA inh: -7%; TRb-SRC2 inh: -4%; GAA glycogen mod: 10%; L3MBTL1 inh: -5%; RGS12 GoLoco inh: 9%; TexasRed fluor: -1%

What do the screens show for `O=C(CCCN1C(=O)/C(=C/c2ccco2)SC1=S)Nc1ccccc1`?
RECQ1 helicase: -20%; GAA spleen mod: -2%; GAA inh: 0%; TRb-SRC2 inh: 5%; GAA glycogen mod: 0%; L3MBTL1 inh: -30%; RGS12 GoLoco inh: 49%[activator]; TexasRed fluor: -5%

How did COc1ccc([N+](=O)[O-])cc1NC(=O)CC(C)c1ccccc1 (stereo unspecified) do in these assays?
RECQ1 helicase: -7%; GAA spleen mod: 5%; GAA inh: -3%; TRb-SRC2 inh: -6%; GAA glycogen mod: 12%; L3MBTL1 inh: 1%; RGS12 GoLoco inh: 4%; TexasRed fluor: -8%

What do the screens show for `Cc1ccc(S(=O)(=O)N2CCOCC2)cc1C(=O)Nc1c(C)n(C)n(-c2ccccc2)c1=O`?
RECQ1 helicase: -15%; GAA spleen mod: -4%; GAA inh: -12%; TRb-SRC2 inh: -3%; GAA glycogen mod: 4%; L3MBTL1 inh: 6%; RGS12 GoLoco inh: 2%; TexasRed fluor: 0%

How did CCCCS(=O)(=O)N1C2=NC(C(=O)OC)=C(C(=O)OC)[C@@H]3N(C)c4ccccc4[C@]23C[C@H]1C(=O)OC do in these assays?
RECQ1 helicase: 2%[11.5 µM]; GAA spleen mod: -13%[17.4 µM]; TRb-SRC2 inh: 5%[11.2 µM]; RGS12 GoLoco inh: -1%[14.2 µM]; TexasRed fluor: -3%[11.2 µM]

Results for CC1CN(C(=O)Cn2cnc3c2c(=O)n(C)c(=O)n3C)CC(C)O1 (stereo unspecified) ?
RECQ1 helicase: -6%; GAA spleen mod: -4%; GAA inh: -5%; TRb-SRC2 inh: -1%; GAA glycogen mod: 2%; RGS12 GoLoco inh: 2%; TexasRed fluor: 0%

Results for COCCn1c(CN2CCN(c3ccc(OC)cc3)CC2)nc2c1c(=O)n(C)c(=O)n2C ?
RECQ1 helicase: -17%; GAA spleen mod: -4%; GAA inh: 6%; TRb-SRC2 inh: -1%; GAA glycogen mod: 0%; L3MBTL1 inh: 2%; RGS12 GoLoco inh: -6%; TexasRed fluor: 0%

How did N#Cc1c(NC(=O)CCC(=O)O)sc2c1CCCC2 do in these assays?
RECQ1 helicase: -1%; GAA spleen mod: -4%; GAA inh: 1%; TRb-SRC2 inh: 0%; GAA glycogen mod: 3%; L3MBTL1 inh: 6%; RGS12 GoLoco inh: 13%; TexasRed fluor: -1%

How did CCCC(=O)NC(Nc1cc(C(F)(F)F)ccc1Cl)C(Cl)(Cl)Cl (stereo unspecified) do in these assays?
RECQ1 helicase: 11%; GAA spleen mod: -6%; GAA inh: 4%; TRb-SRC2 inh: -4%; GAA glycogen mod: 2%; L3MBTL1 inh: 23%; TexasRed fluor: -2%

What do the screens show for `CC1(C(=O)NC2CCCC2)CCC(=O)N1Cc1ccccc1Cl` (stereo unspecified)?
RECQ1 helicase: inactive; GAA spleen mod: 3%; GAA inh: -7%; TRb-SRC2 inh: -13%; GAA glycogen mod: 0%; RGS12 GoLoco inh: 3%; TexasRed fluor: 2%

Results for CC(C)Cn1c(=O)[nH]c2ccccc21 ?
RECQ1 helicase: inactive; GAA spleen mod: -5%; GAA inh: -2%; TRb-SRC2 inh: 3%; GAA glycogen mod: -2%; RGS12 GoLoco inh: 2%; TexasRed fluor: 1%

Random excerpt: two records from the list.
Results for CC(C)Cn1c(=O)[nH]c2ccccc21 ?
RECQ1 helicase: inactive; GAA spleen mod: -5%; GAA inh: -2%; TRb-SRC2 inh: 3%; GAA glycogen mod: -2%; RGS12 GoLoco inh: 2%; TexasRed fluor: 1%

What do the screens show for `CC1(C(=O)NC2CCCC2)CCC(=O)N1Cc1ccccc1Cl` (stereo unspecified)?
RECQ1 helicase: inactive; GAA spleen mod: 3%; GAA inh: -7%; TRb-SRC2 inh: -13%; GAA glycogen mod: 0%; RGS12 GoLoco inh: 3%; TexasRed fluor: 2%

The listing continues:
How did CCCc1cc(C(N)=O)c(NC(=O)C2CCCO2)s1 (stereo unspecified) do in these assays?
RECQ1 helicase: -11%; GAA spleen mod: 0%; GAA inh: -1%; TRb-SRC2 inh: -6%; GAA glycogen mod: -8%; L3MBTL1 inh: -14%; RGS12 GoLoco inh: 9%; TexasRed fluor: 0%

What do the screens show for `CS(=O)(=O)c1ccc(Cl)c(NC(=O)c2ccc3ccccc3c2)c1`?
RECQ1 helicase: 4%; GAA spleen mod: 1%; GAA inh: inconclusive; TRb-SRC2 inh: -3%; GAA glycogen mod: -4%; L3MBTL1 inh: 4%; RGS12 GoLoco inh: 12%; TexasRed fluor: 2%

How did O=C(O)CCCCCN1C(=O)C(O)=C(C(=O)/C=C/c2ccccc2)C1c1cccc([N+](=O)[O-])c1 (stereo unspecified) do in these assays?
RECQ1 helicase: 23%; GAA spleen mod: -3%; GAA inh: 2%; TRb-SRC2 inh: 2%; GAA glycogen mod: 4%; L3MBTL1 inh: 2%; RGS12 GoLoco inh: -1%; TexasRed fluor: -1%

What do the screens show for `N#CC1=C(N)OC2=C(C(=O)CCC2)C12CCN(C(=O)OCc1ccccc1)CC2`?
RECQ1 helicase: 0%; GAA spleen mod: -8%; GAA inh: -2%; TRb-SRC2 inh: -7%; GAA glycogen mod: -15%; L3MBTL1 inh: 7%; RGS12 GoLoco inh: 1%; TexasRed fluor: 2%

How did CC(=O)N1CCN(C2=Nc3cccc4cccc2c34)CC1 do in these assays?
RECQ1 helicase: -16%; GAA spleen mod: -17%; GAA inh: -21%; TRb-SRC2 inh: inconclusive; GAA glycogen mod: -11%; L3MBTL1 inh: -3%; RGS12 GoLoco inh: 9%; TexasRed fluor: 2%

What do the screens show for `CS(=O)(=O)N(CC(=O)N1CCOCC1)c1cccc([N+](=O)[O-])c1`?
RECQ1 helicase: inactive; GAA spleen mod: 0%; GAA inh: 9%; TRb-SRC2 inh: 0%; GAA glycogen mod: 16%; L3MBTL1 inh: 1%; RGS12 GoLoco inh: 14%; TexasRed fluor: -2%

How did COc1cccc(CNn2c(-c3cccc(C)c3)nc3ccccc3c2=O)c1 do in these assays?
RECQ1 helicase: inactive; GAA spleen mod: -3%; GAA inh: -10%; TRb-SRC2 inh: 3%; GAA glycogen mod: -2%; RGS12 GoLoco inh: 10%; TexasRed fluor: -5%

How did O=Nc1c(O)[nH]c2ccc(F)cc12 do in these assays?
RECQ1 helicase: -3%; GAA spleen mod: 0%; GAA inh: 5%; TRb-SRC2 inh: -4%; GAA glycogen mod: 7%; L3MBTL1 inh: -1%; RGS12 GoLoco inh: 18%; TexasRed fluor: -3%

How did COc1ccc(/C=N/N(C)c2cc(=O)n(C)c(=O)[nH]2)cc1OC do in these assays?
RECQ1 helicase: -5%; GAA spleen mod: 4%; GAA inh: inconclusive; TRb-SRC2 inh: -8%; GAA glycogen mod: -14%; L3MBTL1 inh: -2%; RGS12 GoLoco inh: 15%; TexasRed fluor: -2%

How did O=C(COc1cc(Cl)c(Cl)cc1Cl)NC(=O)NC1CCCC1 do in these assays?
RECQ1 helicase: -10%; GAA spleen mod: 3%; GAA inh: -4%; TRb-SRC2 inh: -9%; GAA glycogen mod: 0%; RGS12 GoLoco inh: -7%; TexasRed fluor: -1%

How did O=C(Nc1ccc(NC(=O)C2CC2)nc1)c1ccco1 do in these assays?
RECQ1 helicase: inactive; GAA spleen mod: 2%; GAA inh: -4%; TRb-SRC2 inh: -7%; GAA glycogen mod: -1%; L3MBTL1 inh: 3%; RGS12 GoLoco inh: 4%; TexasRed fluor: 0%

How did Cc1cc(C)n(C(=O)CNC(=O)c2cccs2)n1 do in these assays?
RECQ1 helicase: -4%; GAA spleen mod: 1%; GAA inh: 3%; TRb-SRC2 inh: 0%; GAA glycogen mod: 4%; L3MBTL1 inh: 12%; RGS12 GoLoco inh: -7%; TexasRed fluor: -3%

How did Cc1c(Cl)cccc1NC(=O)CC(C(=O)O)C1CCCO1 (stereo unspecified) do in these assays?
RECQ1 helicase: -3%; GAA spleen mod: 7%; GAA inh: -13%; TRb-SRC2 inh: -12%; GAA glycogen mod: -9%; L3MBTL1 inh: 4%; RGS12 GoLoco inh: -9%; TexasRed fluor: 0%

How did O=C(Nc1nnc(S(=O)(=O)N2CCCCCC2)s1)c1ccccc1F do in these assays?
TRb-SRC2 inh: -5%; GAA glycogen mod: -7%&-14%[76.3 µM]; L3MBTL1 inh: 7%; TexasRed fluor: 7%

This is a subset; count on the stated rates, not on these rows.
